HCMV antiviral: blocks human cytomegalovirus replication; activity change, negative = inhibition, % at 57.5 µM; HFF cells, HCMV-luciferase reporter, 72 h; stronger effect = lower value; actives 4.5% (n = 410,000); in the data active = activity change below about -60%; inconclusive = no clear call, values can overlap the other calls; inactive = above about -39%
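Two-dose cell screen: HFF monolayers treated with compounds and infected with luciferase-expressing HCMV at 1 PFU/cell, 72 h at 37C, then lysed for luciferase measurement.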
Giardia FBPA inh: Giardia lamblia aldolase inhibition; A8B2U2; actives 0.71% (n = 290,000); AID 2451; purified Giardia FBPA; Potency, µM (series often up to 59.6 µM), for the others: at the highest dose activity, negative = inhibition, usual class: inhibitors; note: potency is the fitted concentration of half-maximal effect; nearly all actives have a fitted effect of over 55% in size
Target sequence (A8B2U2 whole entry, looked up): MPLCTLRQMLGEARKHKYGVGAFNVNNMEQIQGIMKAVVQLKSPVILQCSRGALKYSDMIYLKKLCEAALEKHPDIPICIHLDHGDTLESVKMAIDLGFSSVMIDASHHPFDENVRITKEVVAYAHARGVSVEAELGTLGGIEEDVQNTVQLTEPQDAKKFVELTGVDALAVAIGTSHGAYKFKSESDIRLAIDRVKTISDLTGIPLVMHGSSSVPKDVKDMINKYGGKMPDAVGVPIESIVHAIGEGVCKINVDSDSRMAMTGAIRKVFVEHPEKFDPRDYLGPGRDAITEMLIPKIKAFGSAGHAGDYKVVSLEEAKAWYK
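40 nM FBPA preincubated 10 min at RT with compound (up to 57.5 uM final), then substrate plus GAPDH/TPI/NAD/arsenate coupling and diaphorase/resazurin added. Fluorescence read after 20 min at RT, 525/598 nm.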
AmpC inh detg: blocks E. coli AmpC beta-lactamase in detergent assay | Potency, µM (titrated, usually from 114 µM), without a hit: at the highest dose activity change, negative = inhibition, actives largely listed as inhibitors | actives 0.041% (n = 370,000) | AID 485294 | AmpC hydrolysis of nitrocefin, absorbance 480 nm, 0.01% Triton;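 note: potency is the fitted concentration of half-maximal effect; 0% = no-compound wells and -100% = no-enzyme wells; nearly all actives have a fitted effect of over 25% in size; some results filed as inactive show a strong effect at the top dose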
Target sequence (P00811 whole entry, looked up): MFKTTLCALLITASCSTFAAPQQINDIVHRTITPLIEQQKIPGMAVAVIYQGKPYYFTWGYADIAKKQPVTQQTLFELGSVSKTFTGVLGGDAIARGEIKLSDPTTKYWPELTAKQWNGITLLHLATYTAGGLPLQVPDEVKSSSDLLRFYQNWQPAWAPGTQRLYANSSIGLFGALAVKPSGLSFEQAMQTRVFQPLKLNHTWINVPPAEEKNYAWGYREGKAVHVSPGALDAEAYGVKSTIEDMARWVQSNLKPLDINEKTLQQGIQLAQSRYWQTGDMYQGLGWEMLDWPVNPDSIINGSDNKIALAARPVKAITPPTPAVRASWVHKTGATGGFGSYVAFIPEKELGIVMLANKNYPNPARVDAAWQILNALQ
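AmpC (5.3 nM in the dispensed reagent) in 20 mM phosphate pH 7.0 with 0.01% (detergent screen) or 0.0001% Triton X-100 was preincubated with compounds for 15 min at room temperature. Nitrocefin was then added from an 800 uM solution, and hydrolysis was followed at 480 nm.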
HCV inhibitor: HCV inhibition | Huh7.5.1 HCVcc-Cre infection, luciferase reporter, 44 h | Potency, µM (top dose mostly 41.8 µM), without a hit: top-dose activity change, negative = inhibition, actives largely listed as inhibitors | actives 3.4% (n = 340,000); note: potency is the fitted concentration of half-maximal effect
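Luciferase read-out (15 sec integration) after a 15 min room-temperature substrate step quantifies HCVcc-Cre infection. Cells, 1,000 per well, had compound added 4 h post-plating, then virus at ~0.5 moi, and were cultured 44 h.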
AMA1 RON2 block: inhibitors of Plasmodium falciparum AMA1-RON2 interaction | AlphaScreen AMA1-biotinylated RON2 peptide binding | actives 0.2% (n = 360,000) | Potency, µM (titrated, usually from 58.2 µM), without a hit: at the top dose activity change, negative = inhibition, actives largely listed as inhibitors | AID 720542;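 note: potency is the fitted concentration of half-maximal effect; 0% = vehicle wells and -100% = peptide control; nearly all actives have a fitted effect of over 45% in size; some results filed as inactive show a strong effect at the top dose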
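AMA1 (3D7) with his tag at 25 nM final met compounds first, then biotinylated RON2 peptide at 25 nM; detection used donor plus acceptor beads, 10 µg/mL apiece, read by AlphaScreen after 30 min at room temperature.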
Sm TGR inh: inhibitors of Schistosoma mansoni thioredoxin glutathione reductase. Q962Y6. purified TGR, DTNB reduction, TNB absorbance 405 nm. Potency, µM (highest dose often 114 µM), inactives show top-dose activity change, negative = inhibition, hits mostly inhibitors. actives 3% (n = 360,000); note: potency is the fitted concentration of half-maximal effect; nearly all actives have a fitted effect of over 60% in size
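First, TGR (20 nM dispensed) and NADPH were mixed with compound. Second, a 15 min room-temperature incubation followed. Third, further NADPH and then DTNB were added to start the reaction. Finally, TNB absorbance was monitored kinetically.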
* marks the source's active call; other numbers are inactive results; & = joins results of further samples; [ ] = remark or other dose. Unless noted, calls come from the whole dose curve; as a rule, active = well fitted curve in the direction sought with a large enough effect; inconclusive = small, poorly fitted or top-dose-only effect, or another doubt; inactive = no such curve, though single readings can be large; an effect the other way counts as inactive or inconclusive. Unless noted, % is set by controls: 0 for no effect and ±100 for the full control effect. Compounds were not picked by outcome; overall some 9.3% were active at least once.

For CCOCCCNC(=O)C1c2cc(OC)c(OC)cc2C(=O)N2CCCCC12 (centres undefined) the results were HCMV antiviral -4, Giardia FBPA inh 2%, AmpC inh detg inconclusive, HCV inhibitor 1%, AMA1 RON2 block 24% and Sm TGR inh 9%.
Screening Cc1ccc(N(Cc2ccccc2)C(=O)c2cccc(S(=O)(=O)N3CCN(C)CC3)c2)cc1 returned HCMV antiviral -23, AmpC inh detg -4%, HCV inhibitor 7%, AMA1 RON2 block 2% and Sm TGR inh 1%.
For O=C(CCCc1ccccc1)Nc1cccnc1Cl the results were HCMV antiviral -18, Giardia FBPA inh 4%, AmpC inh detg 5%, HCV inhibitor -1% and AMA1 RON2 block 1%.
`CCOc1ccc2nc(Cl)c(C3CC(c4ccco4)=NN3S(C)(=O)=O)cc2c1` (centres undefined) gave HCMV antiviral 5, Giardia FBPA inh -1%, AmpC inh detg -2%, HCV inhibitor inconclusive, AMA1 RON2 block -6% and Sm TGR inh 32µM*.
`OCCNCc1cccc(Br)c1` gave HCMV antiviral -12, Giardia FBPA inh -12%, AmpC inh detg 3%, HCV inhibitor 14% and AMA1 RON2 block -6%.
Screening CC1=C(C(=O)Nc2ccccc2)C(c2ccccn2)n2nc(SCc3ccccc3)nc2N1 (centres undefined) returned HCMV antiviral -11, AmpC inh detg -8% and Sm TGR inh -2%.
`C/C(CC(=O)Nc1cccc(Cl)c1)=N\NC(=O)Cc1ccc(Cl)cc1` gave HCMV antiviral 37, Giardia FBPA inh 4%, AmpC inh detg inconclusive, HCV inhibitor -13%, AMA1 RON2 block 71%[activator] and Sm TGR inh -7%.
`Cc1ccc(-n2c(NN)nc3ccccc3c2=O)c(C)c1` gave HCMV antiviral -1, Giardia FBPA inh inconclusive, AmpC inh detg 1%, HCV inhibitor -10%, AMA1 RON2 block 31%[activator] and Sm TGR inh -7%.
`COCc1cc(=O)[nH]c(N2CCN(c3ccccc3OC)CC2)n1` gave HCMV antiviral -2, Giardia FBPA inh 3%, AmpC inh detg 2%, HCV inhibitor 12%, AMA1 RON2 block -5% and Sm TGR inh inconclusive.
For CCOCCCNC(=O)C1c2ccccc2Oc2ccccc21 the results were HCMV antiviral 7, Giardia FBPA inh -3%, AmpC inh detg inconclusive, HCV inhibitor 3%, AMA1 RON2 block -1% and Sm TGR inh -4%.
COc1ccccc1N1CCN(C(=O)c2sc3ncn(CC(=O)N4CCC(C)CC4)c(=O)c3c2C)CC1 was read as HCMV antiviral -18, Giardia FBPA inh 4%, AmpC inh detg -1%, HCV inhibitor -8%, AMA1 RON2 block 6% and Sm TGR inh 1%.
Screening CC1CCCN(Cc2c(O)ccc3c(=O)c(-c4ccc(Cl)cc4)coc23)C1 (centres undefined) returned HCMV antiviral inconclusive, Giardia FBPA inh 7%, AmpC inh detg 5%, HCV inhibitor -11%, AMA1 RON2 block 3% and Sm TGR inh -2%.
Screening CC(C)C[C@H]1CN([C@@H](CC(C)C)CN2CCC[C@@H]2CN2C(=O)C(=O)NC[C@@H]2Cc2ccccc2)C(=O)C(=O)N1CC1CCCCC1 returned HCMV antiviral -66*, HCV inhibitor 5% and AMA1 RON2 block 18%.
For CC(C)N(C(=O)COC(=O)c1ccc([N+](=O)[O-])cc1)c1ccccc1 the results were HCMV antiviral -8, Giardia FBPA inh 2%, AmpC inh detg inconclusive, HCV inhibitor 6%, AMA1 RON2 block -2% and Sm TGR inh 10%.
Screening COC(=O)C1=C(Nc2ccc(C)cc2)C=C(C)C(C(=O)OC)C1c1ccc(F)cc1 (centres undefined) returned HCMV antiviral 39, Giardia FBPA inh -7%, AmpC inh detg inconclusive, HCV inhibitor inconclusive, AMA1 RON2 block 11% and Sm TGR inh -20%.
O=C(NCc1ccc2c(c1)OCO2)c1ccc(CSCc2cccc(Cl)c2)o1 was read as HCMV antiviral 16, Giardia FBPA inh -2%, AmpC inh detg -8%, HCV inhibitor 10%, AMA1 RON2 block -11% and Sm TGR inh 1%.
Screening COc1ccccc1N1CCN(CC(=O)Nc2ccccc2C(=O)NC(C)c2ccccc2)CC1 (centres undefined) returned HCMV antiviral 18, AmpC inh detg 2%, HCV inhibitor inconclusive, AMA1 RON2 block -2% and Sm TGR inh -3%.
For O=C1CCC[C@@H]2Cc3nc4ccc(O)cc4cc3[C@@H]3CCN1[C@H]23 the results were HCMV antiviral -34, HCV inhibitor inconclusive and AMA1 RON2 block -27%.
For COc1ccccc1N1CC(C(=O)Nc2ccccc2N2CCCC2)CC1=O (centres undefined) the results were HCMV antiviral -21, AmpC inh detg -7%, HCV inhibitor inconclusive, AMA1 RON2 block 53%[activator] and Sm TGR inh -1%.
Screening COc1cc(/C=C/c2nc(C#N)c(NC(C)c3ccccc3)o2)cc(OC)c1OC (centres undefined) returned HCMV antiviral 152, AmpC inh detg -2% and Sm TGR inh -5%.

6 neighbouring records already listed, quoted:
Screening CC1CCCN(Cc2c(O)ccc3c(=O)c(-c4ccc(Cl)cc4)coc23)C1 (centres undefined) returned HCMV antiviral inconclusive, Giardia FBPA inh 7%, AmpC inh detg 5%, HCV inhibitor -11%, AMA1 RON2 block 3% and Sm TGR inh -2%.
Screening CC(C)C[C@H]1CN([C@@H](CC(C)C)CN2CCC[C@@H]2CN2C(=O)C(=O)NC[C@@H]2Cc2ccccc2)C(=O)C(=O)N1CC1CCCCC1 returned HCMV antiviral -66*, HCV inhibitor 5% and AMA1 RON2 block 18%.
For CC(C)N(C(=O)COC(=O)c1ccc([N+](=O)[O-])cc1)c1ccccc1 the results were HCMV antiviral -8, Giardia FBPA inh 2%, AmpC inh detg inconclusive, HCV inhibitor 6%, AMA1 RON2 block -2% and Sm TGR inh 10%.
Screening COC(=O)C1=C(Nc2ccc(C)cc2)C=C(C)C(C(=O)OC)C1c1ccc(F)cc1 (centres undefined) returned HCMV antiviral 39, Giardia FBPA inh -7%, AmpC inh detg inconclusive, HCV inhibitor inconclusive, AMA1 RON2 block 11% and Sm TGR inh -20%.
O=C(NCc1ccc2c(c1)OCO2)c1ccc(CSCc2cccc(Cl)c2)o1 was read as HCMV antiviral 16, Giardia FBPA inh -2%, AmpC inh detg -8%, HCV inhibitor 10%, AMA1 RON2 block -11% and Sm TGR inh 1%.
Screening COc1ccccc1N1CCN(CC(=O)Nc2ccccc2C(=O)NC(C)c2ccccc2)CC1 (centres undefined) returned HCMV antiviral 18, AmpC inh detg 2%, HCV inhibitor inconclusive, AMA1 RON2 block -2% and Sm TGR inh -3%.

Remaining list, next part:
`O=C(O)COCC(=O)N1CCN(C(c2ccccc2)c2ccccc2)CC1` gave HCMV antiviral 16, Giardia FBPA inh 6%, AmpC inh detg -8%, HCV inhibitor -12%, AMA1 RON2 block 15% and Sm TGR inh -17%.
Cc1cc(C(=O)N2CCN(c3ncccn3)CC2)c(C)o1 was read as HCMV antiviral 4, Giardia FBPA inh -4%, AmpC inh detg -1%, HCV inhibitor 2%, AMA1 RON2 block 0% and Sm TGR inh inconclusive.
COc1ccc(C2CC(=O)c3cnn(-c4nc(C)cc(C)n4)c3C2)cc1OC (centres undefined) was read as HCMV antiviral 0, Giardia FBPA inh 4%, AmpC inh detg 8%, HCV inhibitor 22%, AMA1 RON2 block 1% and Sm TGR inh 8%.
O=C(NNS(=O)(=O)c1ccccc1)c1ccc(S(=O)(=O)N2CCCCC2)cc1 was read as HCMV antiviral -5, Giardia FBPA inh 5%, AmpC inh detg inconclusive, HCV inhibitor 9%, AMA1 RON2 block 2% and Sm TGR inh -2%.
For O=C(c1cc2ccccc2oc1=O)N1CCCCCCC1 the results were HCMV antiviral 27, Giardia FBPA inh -1%, AmpC inh detg 2%, HCV inhibitor 4%, AMA1 RON2 block 30% and Sm TGR inh 1%.
Screening COc1ccc(C(C)(C)C)cc1NC(=S)NCCN1CCOCC1 returned HCMV antiviral 16, Giardia FBPA inh -28%, AmpC inh detg 8%, HCV inhibitor -4%, AMA1 RON2 block -4% and Sm TGR inh 2%.
Screening Cc1ccc2c(c1)N(C(=O)CCC(=O)O)CCO2 returned HCMV antiviral -21, Giardia FBPA inh -4%, AmpC inh detg -5%, HCV inhibitor -10%, AMA1 RON2 block -18% and Sm TGR inh 0%.
Screening Cc1ccc(NS(=O)(=O)c2cccc(C(=O)N/N=C/c3ccc4c(c3)OCCO4)c2)c(C)c1 returned HCMV antiviral 5, Giardia FBPA inh -1%, AmpC inh detg 3%, HCV inhibitor inconclusive, AMA1 RON2 block 33%[activator] and Sm TGR inh 9%.
For O=C(O)c1ccc2c(c1)ncn2C1CCCCCC1 the results were HCMV antiviral -1, Giardia FBPA inh -7%, AmpC inh detg 3%, HCV inhibitor 8%, AMA1 RON2 block -4% and Sm TGR inh -7%.
O=C(Nc1cccnc1)c1cn(-c2ccccc2)nc1-c1cccs1 was read as HCMV antiviral 8, Giardia FBPA inh -4%, AmpC inh detg -14%, HCV inhibitor inconclusive, AMA1 RON2 block -7% and Sm TGR inh -3%.
For Cc1ccc(S(=O)(=O)c2cnc(SC(C)C(=O)Nc3ccccc3)[nH]c2=O)cc1 (centres undefined) the results were HCMV antiviral 29, AmpC inh detg 21% and Sm TGR inh -2%.
`CSc1ncccc1C(=O)OCC(=O)Nc1ccc2c(c1)CCC2` gave HCMV antiviral -7, AmpC inh detg -1%, HCV inhibitor -8%, AMA1 RON2 block 0% and Sm TGR inh -15%.
COc1ccc(CCNC(=O)CCc2cn(Cc3ccccc3Cl)c3ccccc23)c(OC)c1 was read as HCMV antiviral -30, AmpC inh detg -2% and Sm TGR inh 10%.
For CC(C)c1ccc(/C=N/NC(=O)c2ccc(-n3cnnn3)cc2)cc1 the results were HCMV antiviral -38, AmpC inh detg -19%, HCV inhibitor inconclusive, AMA1 RON2 block 7% and Sm TGR inh -10%.
Screening CCN(C(=O)Cc1nc(N)n[nH]1)C1(C(=O)Nc2ccccc2)CCCCC1 returned HCMV antiviral -21, Giardia FBPA inh 11%, AmpC inh detg 5%, HCV inhibitor 6%, AMA1 RON2 block 0% and Sm TGR inh 7%.
For CCOC(=O)C1=CN(Cc2cccc(F)c2)S(=O)(=O)NC1c1ccc(Br)cc1F (centres undefined) the results were HCMV antiviral -18, HCV inhibitor 7% and AMA1 RON2 block 3%.
Screening Oc1cncc(Cc2ccccc2)c1 returned HCMV antiviral -17, Giardia FBPA inh 1%, AmpC inh detg -10%, HCV inhibitor 32%[activator], AMA1 RON2 block 7% and Sm TGR inh 32µM*.
Screening COC(=O)c1nnn(CC(=O)NC(=O)Nc2ccccc2F)c1C(=O)OC returned HCMV antiviral -23&18, Giardia FBPA inh 0%, AmpC inh detg 3%&7%, HCV inhibitor 14%, AMA1 RON2 block 14% and Sm TGR inh 1%&3%.
For Cc1ccc(S(=O)(=O)c2nnn3c2nc(NC2CCCCCC2)c2sccc23)cc1C the results were HCMV antiviral -20, AmpC inh detg -12% and Sm TGR inh 6%.
O=C(NCc1cccnc1)c1sc2cc(Cl)ccc2c1Cl was read as HCMV antiviral -22, Giardia FBPA inh 1%, AmpC inh detg inconclusive, HCV inhibitor -2%, AMA1 RON2 block -8% and Sm TGR inh 6%.
COc1ccccc1[C@H]1C(c2cccc(Cl)c2)=NN(c2ccccc2)[C@@H]1CO was read as Giardia FBPA inh -16%, HCV inhibitor inconclusive and AMA1 RON2 block 175%[activator].

Compound activity from PubChem.
